Source: PubChem BioAssay (Broad Institute)
esBAF inh – SWI/SNF esBAF complex inhibition | mouse ES cells, Bmi1-luciferase knock-in reporter, 24 h; 100% = twice the neutral-well signal | reporter increase, % at 12.5 µM | 350,000 compounds, 2% hits | AID 602393; in the data active = activation above about 40%;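 also: 0% = median of the plate's neutral control wells and 100% = double that signal; a rise in the Bmi1 reporter signal indicates esBAF inhibition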
C2C12 statin – suppression of simvastatin myotoxicity. C2C12 myotubes + simvastatin, ATP luminescence, 48 h; scaled: DMSO 0, geranylgeraniol control 100. AID 602340. 330,000 compounds, 0.78% hits. rescue of ATP level, % at 7.49 µM;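 active = mean ATP rescue above about 67%, or every replicate alone reaching that limit, limit read from the data, passing the limit was not always enough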;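 also: myotubes were challenged with 10 µM simvastatin during compound exposure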
miR-122 sensor – blocks miR-122 activity in Huh7 sensor cells | 340,000 compounds, 0.3% hits | Huh7 miR-122 Renilla luciferase sensor, 48 h; neutral wells = 0, positive control = 100 | activation (reporter increase), % at 12.5 µM | AID 602342;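 active = mean replicate activation score at least 90 and every replicate individually at or above 90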;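 also: higher luciferase means less miR-122 activity so hits act as miR-122 inhibitors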
ARNT-TACC3 inh – ARNT/TACC3 interaction disruption | Q9Y6A5 | AlphaScreen His-ARNT PAS-B/GST-TACC3 binding, luminescence; TACC3 fragment carries E629A point mutation | inhibition, % at 9.99 µM | 390,000 compounds, 0.66% hits;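 active = mean inhibition of replicates at least 50% and at least half of replicates each reaching 50%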;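 also: 0% = complete ARNT plus TACC3 wells and 100% = ARNT alone without TACC3; many hits fall short of the cut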
Cneo AK release – causes C. neoformans cell lysis | adenylate kinase release luminescence, 4 h; normalised: neutral wells 0, clomiphene wells 100 | 360,000 compounds, 0.2% hits | lysis activity, % at 15 µM | AID 651654;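 active = mean lysis activity across replicates of at least 80%, whatever share of replicates individually reach that level; inactive = mean lysis activity below 80%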
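Signal: Adenylate kinase release luminescence | Assay system: Log-phase Cryptococcus neoformans yeast cells | Input: Cells at 5 × 10^6 per mL | Buffer or medium: Fresh YPD growth medium | Compound: Single dose | Schedule: Static 4 h at 37 °C with compound, 1 h detection | Controls: Clomiphene | Read-out: Luminescence rise reflecting yeast cell lysis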
SIRT5 block – sirtuin-5 (human) deacylase inhibition; Q9NXA8; Purified SirT5, succinyl-peptide AMC, trypsin-coupled fluorescence; inhibition, % at 15 µM; 330,000 compounds, 1.1% hits; AID 652115; in the data active = inhibition above about 15%
Target sequence (Q9NXA8 whole entry, looked up): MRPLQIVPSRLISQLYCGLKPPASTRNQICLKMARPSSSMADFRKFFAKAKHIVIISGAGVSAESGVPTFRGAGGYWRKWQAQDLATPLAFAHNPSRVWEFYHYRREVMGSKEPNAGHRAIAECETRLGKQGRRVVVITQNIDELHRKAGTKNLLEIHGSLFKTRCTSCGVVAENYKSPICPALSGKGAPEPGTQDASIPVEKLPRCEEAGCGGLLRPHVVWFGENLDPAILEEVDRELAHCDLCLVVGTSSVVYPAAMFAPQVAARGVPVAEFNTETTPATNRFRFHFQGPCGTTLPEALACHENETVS
ERp5 inh – inhibitors of human ERp5 | Q15084 | ERp5 insulin aggregation, absorbance 650 nm, 90 min | inhibition, % at 9.99 µM | 350,000 compounds, 0.05% hits | AID 651711;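 active = mean replicate inhibition above about 25%, with every replicate also reaching it, limit read from the data, passing the limit was not always enough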
Target sequence (Q15084 whole entry, looked up): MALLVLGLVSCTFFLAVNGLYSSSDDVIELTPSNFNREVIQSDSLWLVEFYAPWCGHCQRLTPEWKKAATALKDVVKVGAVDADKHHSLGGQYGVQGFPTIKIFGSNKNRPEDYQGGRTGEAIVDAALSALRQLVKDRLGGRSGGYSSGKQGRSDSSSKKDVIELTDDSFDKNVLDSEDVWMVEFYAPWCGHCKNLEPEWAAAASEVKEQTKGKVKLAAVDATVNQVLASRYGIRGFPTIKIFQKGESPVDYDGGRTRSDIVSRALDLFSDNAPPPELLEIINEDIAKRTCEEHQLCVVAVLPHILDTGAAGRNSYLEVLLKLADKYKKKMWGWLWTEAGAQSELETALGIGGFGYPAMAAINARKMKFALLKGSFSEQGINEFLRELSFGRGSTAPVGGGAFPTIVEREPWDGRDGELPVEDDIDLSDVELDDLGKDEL
* = called active by the depositor; x = no result given; [ ] = another dose, or the depositor's remark.

SMILES | esBAF inh | C2C12 statin | miR-122 sensor | ARNT-TACC3 inh | Cneo AK release | SIRT5 block | ERp5 inh
COc1ccc(C(=O)CN2CCN(c3cc(C)nc4ccccc34)CC2)cc1 | x | x | 2 | -23 | -1 | -2 | -1
COc1ccc(-c2cn[nH]c2-c2ccc(OCc3ccccc3F)cc2O)cc1OC | 7 | -23 | -20 | 6 | -1 | 1 | 3
COc1cc(CC(=O)NCC(C)(C)N2CCOCC2)cc(OC)c1OC | 2 | 3 | 1 | -7 | -1 | x | -3
CO[C@@H]1CN(C)C(=O)c2cc(NC(=O)C3CCC3)ccc2OC[C@H](C)N(Cc2cccnc2)C[C@@H]1C | -13 | 7 | x | -3 | 2 | -10 | -2
COc1cccc(-c2cnc3c(c2)C(=O)N([C@@H](C)CO)C[C@H](C)[C@@H](CN(C)Cc2ccccc2)O3)c1 | -3 | 38 | -11[16.7 µM] | 3 | 1 | 4 | 14
C=CCn1c(C(CCCC)CC(O)COCCC)n[nH]c1=S (configuration not stated) | x | x | x | -4 | x | 0 | 3
CN(CC(=O)Nc1ccc(N2CCOCC2)cc1)Cc1c(O)ccc2ccccc12 | 0 | 4 | 7 | -2 | 1 | -5 | 19
O=C(COC(=O)c1cc[n+]([O-])cc1)Nc1ccc([N+](=O)[O-])cc1Cl | x | x | x | -1 | x | -6 | 2
CCCn1c(SCC(=O)N2c3ccccc3CC2C)n[nH]c1=O (configuration not stated) | 0 | 5 | -1 | 3 | -5 | -4 | -2
O=C(NCCc1nccs1)C1CCC(=O)N(CCc2ccc(Cl)cc2)C1 (configuration not stated) | -5 | -1 | -6 | 0 | 3 | -2 | 9
N#CCCN(Cc1ccccc1)C(=S)Nc1ccc(F)cc1 | x | x | -1 | -8 | 2 | 3 | 1
Cc1occc1-c1nnc(SCC(=O)N2CCCC(C)C2)o1 (configuration not stated) | 12 | 4 | -3 | 31 | -2 | 2 | -1
CCSc1nc(C)cc(Oc2ccc(=O)n(C)n2)n1 | -6 | 6 | 42 | -2 | 3 | x | x
O=C(C[C@H]1CC[C@@H](NC(=O)C2CCOCC2)[C@@H](CO)O1)NCC1CCCCC1 | 6 | 5 | x | -12 | 3 | -1 | -1
COc1cc2c(cc1OC)C(Nc1ccc(S(N)(=O)=O)cc1)=NC(C)(C)C2 | x | x | x | -3 | x | 1 | -4
Cc1ccsc1C(=O)N1CCCC(C(=O)c2cc(F)ccc2F)C1 (configuration not stated) | -6 | -8 | 1 | 3 | -1 | 2 | -2
Cc1onc(-c2ccccc2Cl)c1C(=O)N1C=CC(C(F)(F)Cl)=NCC1 | -7 | 1 | -1 | 28 | 1 | x | x
CCCc1nnc(NC(=O)c2cc3ccccc3oc2=O)s1 | -8 | x | 1 | -7 | 0 | x | x
COc1ccc(F)cc1-c1cc(C(=O)N2CCc3ccccc3C2)[nH]n1 | 6 | 8 | 0 | x | -5 | x | -2
CCOc1cc(NC(=O)Nc2ccc(F)cc2)c(OCC)cc1NC(=O)CC | -6 | -13 | x | -10 | 0 | 0 | 5
Cc1ccc(S(=O)(=O)N(C)C[C@@H]2Oc3ccc(NC(=O)CCCCCC(=O)Nc4ccccc4N)cc3CC(=O)N([C@H](C)CO)C[C@@H]2C)cc1 | -3 | 12 | -1[16.7 µM] | -2 | 4 | 3 | -1
CN(Cc1ccccc1)S(=O)(=O)c1ccc(Cl)c(C(=O)OCC(N)=O)c1 | x | x | -3 | -7 | 1 | 13 | -3
O=C(CCNC(=O)c1ccccc1Cl)Nc1nnc(C2CC2)s1 | x | x | x | -5 | x | 1 | -2
CCOC(=O)c1c(-c2ccc(-c3ccccc3)cc2)csc1NC(=O)CNCCN(C)C | -18 | -7 | -4 | 32 | 85* | -7 | 2
CNC(=O)c1ccsc1NC(=O)CCS(=O)(=O)c1ccc(C)cc1 | -4 | 6 | x | 2 | 4 | 0 | 1
COc1ccc(CNC(=O)C2Cc3c(-c4ccccc4)ccnc3O2)cc1OC (configuration not stated) | -2 | 37 | -4 | x | -2 | -2 | 7
CC(=O)Nc1cccc(-c2nnc(SCc3ccccc3C#N)n2C)c1 | -1 | 12 | 2 | -1 | -1 | x | 1
O=C(Cn1cc2c(n1)CCCC2)Nc1ccccc1Br | 13 | -1 | -4 | x | 0 | x | -6
COC(=O)C(C(=O)OC)C(C(=O)OC)C(C(=O)OC)C(=O)OC | -1 | 0 | -1 | -1 | 0 | x | x
O=C(CNS(=O)(=O)c1ccc(Br)s1)N1CCCC1 | x | x | 39 | -3 | 0 | x | x

Quoted at random: 2 entries already listed, in no set order.
SMILES | esBAF inh | C2C12 statin | miR-122 sensor | ARNT-TACC3 inh | Cneo AK release | SIRT5 block | ERp5 inh
Cc1ccc(S(=O)(=O)N(C)C[C@@H]2Oc3ccc(NC(=O)CCCCCC(=O)Nc4ccccc4N)cc3CC(=O)N([C@H](C)CO)C[C@@H]2C)cc1 | -3 | 12 | -1[16.7 µM] | -2 | 4 | 3 | -1
CCOC(=O)c1c(-c2ccc(-c3ccccc3)cc2)csc1NC(=O)CNCCN(C)C | -18 | -7 | -4 | 32 | 85* | -7 | 2

Later entries
SMILES | esBAF inh | C2C12 statin | miR-122 sensor | ARNT-TACC3 inh | Cneo AK release | SIRT5 block | ERp5 inh
COc1ccc(S(=O)(=O)N(C)C[C@H]2Oc3c(NS(C)(=O)=O)cccc3C(=O)N([C@H](C)CO)C[C@H]2C)cc1 | 2 | x | -2[16.7 µM] | 6 | 2 | -6 | 14
CCc1cccc(C)c1NC(=O)CN(C)Cc1cccc(F)c1 | x | x | 49 | -1 | -2 | -1 | 0
CC(=O)c1ccc(Sc2ccccc2N)c([N+](=O)[O-])c1 | x | x | -5 | 3 | 0 | x | -4
Nc1ccccc1-c1nnc(-c2ccc(-c3ccccc3)cc2)o1 | 21 | -22 | 0 | 24 | -3 | x | x
Cc1sc2ncnc(NCc3ccco3)c2c1C | -34 | 19 | -15 | -3 | x | x | x
S=C(NCCc1ccccc1)NCC1CCCO1 (configuration not stated) | x | x | x | -4 | x | 2 | -1
c1cncc(-c2noc(-c3cccc4ccccc34)n2)c1 | 58* | 5 | -1 | -4 | -2 | -2 | 0
C=CCNC(=O)C(=O)NCC(c1ccc2c(c1)OCO2)N1CCOCC1 (configuration not stated) | -2 | 9 | -5 | 1 | -1 | -5 | -9
C[C@H]1CN([C@@H](C)CO)C(=O)c2cccc(NS(=O)(=O)c3cn(C)cn3)c2O[C@@H]1CN(C)Cc1ccc(Cl)c(Cl)c1 | -1 | 47 | 7[16.7 µM] | -6 | -2 | -2 | 0
COc1ccc(CCN=C(N)NS(=O)(=O)c2ccccc2)cc1 | x | x | x | -4 | x | -11 | -1
Brc1ccc(OCCCN2CCOCC2)cc1 | 15 | -2 | -13 | -5 | x | x | x
CN(C(=O)COC(=O)c1cc(Br)c(Br)s1)C1CCS(=O)(=O)C1 (configuration not stated) | -16 | -3 | 1 | -9 | x | x | x
CCCC#Cc1cnc2c(c1)C(=O)N([C@H](C)CO)C[C@@H](C)[C@@H](CN(C)C(=O)Nc1cc(F)ccc1F)O2 | 5 | -1 | 5[16.7 µM] | -4 | 5 | -1 | -2
COc1c(Cl)cc(Cl)cc1C(=O)Nc1ccc(NC(C)=O)cc1 | x | x | x | -1 | x | 0 | -1
C/C=C/C(=O)N1CC2(CC(c3cccc(NC(=O)CC(c4ccccc4)c4ccccc4)c3)=NO2)C[C@H]1C(N)=O (some centres not stated) | 6 | 21 | -3 | -4 | 1 | 2 | 0
CCCNC(=O)N1C[C@@H](O)COC[C@H]2O[C@@H](CC(=O)N[C@@H]3CCN(Cc4ccccc4)C3)CC[C@@H]21 | 2 | -9 | 2[16.7 µM] | -15 | 60 | 1 | 2
C[C@H](CCC(=O)O)[C@H]1CC[C@H]2[C@@H]3CC[C@@H]4C[C@H](O)CC[C@]4(C)[C@H]3CC[C@]12C | -2 | 0 | 2 | 1 | -2 | x | -5
C[C@H](NC(=O)C[C@H]1C[C@@H]2c3cc(NC(=O)CN(C)C)ccc3O[C@@H]2[C@H](CO)O1)c1ccccc1 | -2 | 1 | 0[16.7 µM] | 0 | 8 | 2 | 4
Cn1c2ccccc2n2c(=O)c(Cl)c(-c3ccccc3)c(C#N)c12 | x | x | 2 | 6 | 1 | x | x
O=C(Cn1cc([N+](=O)[O-])ccc1=O)NCC1COc2ccccc2O1 (configuration not stated) | 0 | 3 | -10 | -13 | -2 | -6 | -2
CCc1ccc(C(=O)COC(=O)c2ccc(Cl)nc2)cc1 | x | x | -2 | x | x | -8 | -1
CC(=O)N(C)C[C@H]1Oc2ncc(-c3cccnc3)cc2C(=O)N([C@@H](C)CO)C[C@H]1C | 7 | 5 | 1[16.7 µM] | -5 | 1 | -3 | 3
CN(C)C(=O)c1cccc(-c2cc(NC=O)c3ncc(-c4ccc(F)c(Cl)c4)n3c2)c1 | -7 | -36 | -1 | x | -1 | 0 | 11
C=CCNC(=O)N1CCCC(C(=O)c2cccc(OC(C)C)c2)C1 (configuration not stated) | 34 | 1 | -5 | 1 | 0 | -1 | 0
CC(C)Oc1ccc(C2CC(=O)N(c3ccc(C(=O)O)cc3)C2=O)cc1 (configuration not stated) | -1 | x | x | -2 | -1 | -3 | -2
COc1ccc(NC(=O)Nc2ccc3c(c2)CC(=O)N([C@H](C)CO)C[C@H](C)[C@@H](CN(C)Cc2ccccc2)O3)cc1 | -2 | 13 | -3[16.7 µM] | 6 | 51 | 4 | -1
Cc1noc(C)c1NC(=O)Nc1ccc2c(c1)CC(=O)N([C@@H](C)CO)C[C@H](C)[C@H](CN(C)S(=O)(=O)c1ccc(F)cc1)O2 | 0 | 0 | -1[16.7 µM] | -3 | -3 | x | -8
Cn1nc(C(=O)NCc2ccc(F)cc2)c2ccccc2c1=O | -2 | 1 | 2 | -3 | -7 | x | x
Cc1cc(C(=O)Nc2ccc3c(c2)C(=O)N(C)[C@@H]2CC[C@@H](CC(=O)N[C@H](C)c4ccccc4)O[C@H]2CO3)no1 | 1 | 9 | -33[16.7 µM] | -15 | 7 | -3 | 4
COc1ccccc1-c1ccc2c(c1)O[C@@H](CN(C)S(=O)(=O)c1ccc(C)cc1)[C@@H](C)CN([C@@H](C)CO)S2(=O)=O | 11 | -24 | 6[16.7 µM] | -6 | -5 | 3 | -2

In a second layout: four of the compounds above
mol: Cc1noc(C)c1NC(=O)Nc1ccc2c(c1)CC(=O)N([C@@H](C)CO)C[C@H](C)[C@H](CN(C)S(=O)(=O)c1ccc(F)cc1)O2
- esBAF inh: 0
- C2C12 statin: 0
- miR-122 sensor: -1[16.7 µM]
- ARNT-TACC3 inh: -3
- Cneo AK release: -3
- SIRT5 block: x
- ERp5 inh: -8

mol: Cn1nc(C(=O)NCc2ccc(F)cc2)c2ccccc2c1=O
- esBAF inh: -2
- C2C12 statin: 1
- miR-122 sensor: 2
- ARNT-TACC3 inh: -3
- Cneo AK release: -7
- SIRT5 block: x
- ERp5 inh: x

mol: Cc1cc(C(=O)Nc2ccc3c(c2)C(=O)N(C)[C@@H]2CC[C@@H](CC(=O)N[C@H](C)c4ccccc4)O[C@H]2CO3)no1
- esBAF inh: 1
- C2C12 statin: 9
- miR-122 sensor: -33[16.7 µM]
- ARNT-TACC3 inh: -15
- Cneo AK release: 7
- SIRT5 block: -3
- ERp5 inh: 4

mol: COc1ccccc1-c1ccc2c(c1)O[C@@H](CN(C)S(=O)(=O)c1ccc(C)cc1)[C@@H](C)CN([C@@H](C)CO)S2(=O)=O
- esBAF inh: 11
- C2C12 statin: -24
- miR-122 sensor: 6[16.7 µM]
- ARNT-TACC3 inh: -6
- Cneo AK release: -5
- SIRT5 block: 3
- ERp5 inh: -2
